S100A4 inh HTS: inhibitors of S100A4-myosin IIA peptide binding, primary screen, biochemical, fluorescence polarization, TAMRA-MyoIIA peptide | Protein S100-A4 (Homo sapiens), P26447 | inhibition, % at 10.7 µM | 360,000 compounds, 0.14% hits | AID 652163, 2013;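 active means mean inhibition of at least 70% across replicates, with every replicate also reaching that level; inconclusive means mean inhibition reaches 70% but some replicates fall short; inactive means mean inhibition below 70%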
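incubation = readout 5 min after mixing, signal stable up to 60 min | system = S100A4 monomer protein | buffer or medium = HEPES pH 7.2 with CaCl2, KCl, NaCl, DTT, Triton | benchmarks = neutral control DMSO, positive control TFP | also added = fluorescent myosin IIA peptide, 5 nM | compound dosing = one concentration per compound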
E-selectin induc: E-selectin induction in HUVECs, primary screen, imaging, HUVEC, immunofluorescence imaging, single point | normalized: neutral wells 0, TNF-alpha wells 100 | activation, % at 7.58 µM | 260,000 compounds, 0.37% hits;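 active means mean E-selectin-positive cell signal at least 10% of the positive control, reached in at least 60% of replicates, without over 20% cell loss; inconclusive means no rule given, readout overlaps actives, possibly toxicity-flagged; inactive means the rest, including those meeting only one limit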;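 further: in these data hits start at about 27%; measured in HUVEC primary endothelial cells; signal is the percent of cells scored E-selectin positive by PE staining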
Target sequence (P16581 whole entry, looked up): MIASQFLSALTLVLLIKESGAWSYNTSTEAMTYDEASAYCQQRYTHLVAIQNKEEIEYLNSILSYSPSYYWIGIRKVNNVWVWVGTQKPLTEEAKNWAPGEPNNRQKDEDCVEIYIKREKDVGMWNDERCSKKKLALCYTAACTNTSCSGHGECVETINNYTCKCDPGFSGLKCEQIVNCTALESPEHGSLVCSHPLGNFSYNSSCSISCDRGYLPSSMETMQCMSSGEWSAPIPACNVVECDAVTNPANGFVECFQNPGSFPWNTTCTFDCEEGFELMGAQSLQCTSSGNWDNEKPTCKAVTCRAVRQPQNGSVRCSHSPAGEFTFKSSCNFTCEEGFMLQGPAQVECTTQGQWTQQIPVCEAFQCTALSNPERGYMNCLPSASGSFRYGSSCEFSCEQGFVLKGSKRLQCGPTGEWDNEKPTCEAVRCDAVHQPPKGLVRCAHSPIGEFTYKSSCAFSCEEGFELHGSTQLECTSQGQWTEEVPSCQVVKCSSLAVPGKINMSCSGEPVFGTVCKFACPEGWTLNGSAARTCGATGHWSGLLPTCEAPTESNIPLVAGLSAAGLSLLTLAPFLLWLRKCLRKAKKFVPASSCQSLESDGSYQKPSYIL
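Test system: HUVEC; input: 3,000 HUVEC/well; measured by: immunofluorescence imaging; read-out: % PE-positive cells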
SIRT5 block: SIRT5 desuccinylase inhibitors, primary screen, biochemical, fluorescence imaging, single point, set 5; inhibition, % at 15 µM; NAD-dependent protein deacylase sirtuin-5, mitochondrial (Homo sapiens), Q9NXA8; AID 652115, 2013; Purified SirT5, succinyl-peptide AMC, trypsin-coupled fluorescence; 330,000 compounds, 1.1% hits; in the data active means inhibition above about 15%; inconclusive means no clear call, values can overlap the other calls
ERp5 block: inhibitors of ERp5-driven insulin aggregation, primary screen, biochemical, turbidity, absorbance 650 nm, single point; AID 651711, 2012; inhibition, % at 9.99 µM; 350,000 compounds, 0.05% hits; 90 min; Protein disulfide-isomerase A6 (Homo sapiens), Q15084;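 active means mean replicate inhibition above about 25%, with every replicate also reaching it, limit read from the data, passing the limit was not always enough; inconclusive means only one of those two criteria met; inactive means neither criterion met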
Target sequence (Q15084 whole entry, looked up): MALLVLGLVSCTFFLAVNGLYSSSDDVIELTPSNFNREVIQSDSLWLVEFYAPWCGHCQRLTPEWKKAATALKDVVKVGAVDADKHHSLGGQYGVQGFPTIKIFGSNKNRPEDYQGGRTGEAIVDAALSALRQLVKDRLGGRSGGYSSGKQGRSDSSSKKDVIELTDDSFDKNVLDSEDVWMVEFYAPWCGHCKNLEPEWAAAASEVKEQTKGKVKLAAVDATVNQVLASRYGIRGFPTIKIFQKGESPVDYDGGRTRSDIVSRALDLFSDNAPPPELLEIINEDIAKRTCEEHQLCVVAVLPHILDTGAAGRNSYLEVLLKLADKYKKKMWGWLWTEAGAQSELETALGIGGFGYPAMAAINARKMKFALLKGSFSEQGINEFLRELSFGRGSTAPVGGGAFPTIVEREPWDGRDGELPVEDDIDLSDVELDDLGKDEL
C2C12 statin: suppressors of statin myotoxicity in C2C12 myotubes, primary screen, cell-based, single point, plate reader; C2C12 myotubes + simvastatin, ATP luminescence, 48 h; scaled: DMSO 0, geranylgeraniol control 100; rescue of ATP level, % at 7.49 µM; 330,000 compounds, 0.78% hits; AID 602340, 2012;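 active means mean ATP rescue above about 67%, or every replicate alone reaching that limit, limit read from the data, passing the limit was not always enough; inconclusive means no clear call, values can overlap the other calls; inactive means mean under the limit and some replicate under it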;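 further: myotubes were challenged with 10 µM simvastatin during compound exposure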
PglD inh: C. jejuni PglD acetyltransferase inhibitors, primary screen, biochemical, DTNB colorimetric, single point; inhibition, % at 12.5 µM; UDP-N-acetylbacillosamine N-acetyltransferase PglD (Campylobacter jejuni); purified PglD enzyme, DTNB colorimetric CoA detection; AID 602405, 2012; 360,000 compounds, 0.098% hits; in the data active means inhibition above about 16%, passing the limit was not always enough; inconclusive means no clear call, values can overlap the other calls; further: strong numbers were not always called active
DENV2 CPE: inhibitors of DENV2 cytopathic effect, primary screen, cell-based, plate reader, single concentration | AID 651640, 2012 | CPE inhibition, % at 9.99 µM | DENV2-infected cells, cytopathic effect rescue | 350,000 compounds, 1.7% hits; in the data active means CPE inhibition above about 20%, passing the limit was not always enough; inconclusive means no clear call, values can overlap the other calls; tested in BHK-21 cells;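 further: 0% = median of neutral control wells and 100% = median of positive control wells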
Starred values were filed as active, the others as inactive; ? = inconclusive; . = not tested or not shown; & = joins results of further samples.

smiles	S100A4 inh HTS	E-selectin induc	SIRT5 block	ERp5 block	C2C12 statin	PglD inh	DENV2 CPE
CO[C@H]1CN(C)C(=O)c2cc(NC(C)=O)ccc2OC[C@@H](C)N(Cc2cc(F)ccc2F)C[C@@H]1C	-5	-0.1	-4	-9	-17	2	-2
O=C(NNC(=O)c1ccc(Br)s1)c1cccc(S(=O)(=O)N2CCCC2)c1	3	-0.2	14	-9	-6	2	1
Cc1ccc(CC(=O)N2CC(C)OC(C)C2)cc1 (stereo not given)	-4	.	-2	-8	.	1	.
Cc1ccc(S(=O)(=O)N(C)C)cc1NC(=O)c1ccncc1	-7	.	.	7	.	.	2
Fc1ccc(Cn2nnc(-c3ccc(Cl)cc3)n2)cc1	0	-0.1	-2	1	7	-4	4
CC(=O)c1ccc(NC(=O)C(C)O/N=C(\N)c2ccccc2)cc1 (stereo not given)	9	.	-2	-23	-2	-6	18
COc1ccc(OC)c(C(=O)Nc2c(O)ccc3ccccc23)c1	-1	.	1	5	-7	.	-1
C/C(=N\NC(=O)CSCc1ccc(Cl)cc1)c1ccc2c(c1)OCCO2	.	0.3	.	.	4	-3	.
O=C(O)c1[nH]c2ccccc2c1C(c1ccccc1)c1c(C(=O)O)[nH]c2ccccc12	-4	.	2	-6	6	-1	-6
C=CCn1c(SCC(=O)N(CC)C2CCS(=O)(=O)C2)nc2ccccc2c1=O (stereo not given)	-1	4.9	-2	?	3	.	0
CC(C)N(CCNCc1nnc(-c2ccccc2)o1)C(C)C	1	0.6	-3	5	.	.	1
CCN1C(=O)C(CC(=O)NCCc2ccccc2)N(NC(=O)c2cccnc2)C1=S (stereo not given)	0	-2.1	5	-2	2	-3	2
O=C(NC(=O)C(F)(F)F)Nc1ccc(S(=O)(=O)Nc2nccs2)cc1	-3	0.0	3	-1	-3	1	-4
O=C(NCCCn1ccnc1)/C(=C/c1ccc(Cl)cc1)NC(=O)c1ccccc1	3	.	-5	0	-4	.	-5
CSc1ccc(C(O)c2ncc(-c3ccccc3Cl)[nH]2)cc1 (stereo not given)	-3	0.3	.	8	1	2	6
CCC(=O)N1CCc2cc(S(=O)(=O)CCC(=O)N(C)c3ccc(OC)cc3)ccc21	-1	.	0	-3	-3	0	1
O=C(N/N=C/c1cc([N+](=O)[O-])ccc1O)c1cccc2cc[nH]c12	-7	.	0	5	.	0	-5
C[C@@H]1CCCCO[C@@H](CN(C)S(=O)(=O)c2ccc(F)cc2)[C@@H](C)CN([C@@H](C)CO)C(=O)c2cc(N(C)C)ccc2O1	-4	0.4	2	0	-13	-2	1
CNC(=O)C1CC(=O)N(CCc2ccc(OC)c(OC)c2)C(=Nc2ccc(F)cc2)S1 (stereo not given)	-6	-1.5	-5	-6	2	2	9
COc1cc(CN2CCNC(=O)C2CC(=O)N2CCc3ccccc3C2)cc(OC)c1 (stereo not given)	-4	2.0	-1	2	-4	-6	-2
COc1ccc(-n2c(SCC(=O)Nc3ccc(NC(C)=O)cc3)nc3ccccc3c2=O)cc1	-10	.	-3	1	-3	0	4
CCOC(=O)C(=CNc1ccc(NC2=NCC(C)S2)cc1)C(=O)OCC (stereo not given)	3	.	4	-2	.	1	0
O=C(Nc1ccccc1)Nc1ccc(Cl)c([N+](=O)[O-])c1	0	-0.4	4	11	.	.	4
COc1ccccc1-c1ccc2c(c1)O[C@H](CN(C)S(=O)(=O)c1ccccc1)[C@H](C)CN([C@@H](C)CO)S2(=O)=O	2	0.3	4	-1	-25	-4	-3
COc1ccccc1-c1ccc2c(c1)[C@H]1[C@H](CCN1S(=O)(=O)c1cccc(C)c1)[C@H](CO)N2	-2	0.3	0	3	.	.	?
Cc1ccc(C(CNS(=O)(=O)c2ccc([N+](=O)[O-])cc2)N2CCN(C)CC2)cc1 (stereo not given)	-7	.	-1	2	-16	0	-3
C[C@@H]1CN([C@H](C)CO)C(=O)CCCn2nncc2CO[C@H]1CN(C)C(=O)Nc1ccc(-c2cccs2)cc1	4	-0.2	-7	0	1	2	?
CSCCC(NC(=O)c1ccco1)C(=O)N1CCCCCCC1 (stereo not given)	1	-0.2	4	-3	-15	1	-3
CSc1ccc(CN(C)C(=O)C2CCN(C(=O)Nc3ccccc3)CC2)cc1	0	.	0	-1	13	4	12
CN(C)C(=O)C[C@@H]1C[C@@H]2c3cc(NC(=O)Nc4ccccc4F)ccc3O[C@@H]2[C@@H](CO)O1	-33	-0.1	0	-1	0	-5	?
CCOC(=O)c1c(OCCO)nn(-c2ccc(Cl)cc2)c1N	28	0.1	-1	-5	.	.	-9
C[C@H]1CC[C@@]2(O[C@@H](CCO)C[C@@H](O)[C@@H]2O)O1	1	0.1	.	-5	0	-2	18
Cc1cccc(NC(=O)N2CCCC2C(=O)NCc2ccccc2)c1 (stereo not given)	-3	.	-5	-1	-2	-7	4
CCOc1cc(C(=O)NC2CCCCCCC2)cc(OCC)c1OCC	3	.	-4	2	.	.	0
CC(C)NC(=O)Nc1ccc2c(c1)CC(=O)N([C@@H](C)CO)C[C@@H](C)[C@@H](CN(C)C(=O)Nc1ccc3c(c1)OCO3)O2	4	-0.5	7	-8	-19	1	-5
O=C(N[C@@H](Cc1ccccc1)C(=O)NC1CCCCC1)c1ccco1	.	-2.3	.	.	-9	0	.
Cc1ccc(C)c(S(=O)(=O)N2CCN(C(=O)C3CCN(C(=O)c4ccc(F)cc4)CC3)CC2)c1	0	-0.1	-3	-6	10	.	.
Cc1ccc(S(=O)(=O)NCC[C@@H]2CC[C@@H](NC(=O)Nc3cccc(F)c3)[C@@H](CO)O2)cc1	5	-0.3	0	0	-1	-2	-8
c1ccc(-n2ncc3c(NCc4cccs4)ncnc32)cc1	-3	.	2	1	-21	-7	.
COc1ccc(N)c(C)c1	4	.	.	-9	3	2	-16
CCn1cnc2cc(NCc3cccc(OC)c3O)ccc21	-7	.	-4	13	1	-6	-6
Cc1csc(Nc2ccccc2)[n+]1C	-1	.	0	-1	4	-2	5
CCCn1c(N2CCN(C(=O)NCc3ccccc3)CC2)nc2ccccc21	-5	-0.2	2	-6	.	-2	-5
O=C1C(NS(=O)(=O)c2ccccc2)=C(N2CCN(c3ccc(F)cc3)CC2)C(=O)c2ccccc21	-2	8.7	-8	9	42	6	6
NCCn1c(-c2ccccc2)cc(C(=O)O)c1-c1ccccc1F	-4	.	.	-2	-11	-2	-6
CC(=O)NCCC1CCN(c2nc3nonc3nc2N(C)Cc2ccccc2)CC1	2	.	0	2	-2	.	1
C[C@H](CO)N1C[C@H](C)[C@H](CN(C)C(=O)NC2CCCCC2)Oc2ccc(NC(=O)Nc3ccc(C(F)(F)F)cc3)cc2C1=O	7	3.7	7	-2	-2	3	18
CC(=O)N/N=C/c1c(C)[nH]n(-c2ccccc2)c1=O	1	.	-3	-1	.	.	-6
C[C@@H]1CN([C@@H](C)CO)C(=O)c2cc(NC(=O)Nc3ccccc3)ccc2O[C@@H]1CN(C)CC1CCCCC1	6	0.4	0	-4	-7	-1	5
COC(=O)c1c(C)nc(C)c(C(=O)OC)c1-c1ccc(OC)c(OC)c1	1	.	-6	11	.	.	0
Cc1onc(-c2ccccc2)c1C(=O)NCC1CCN(C(=O)C(=O)c2cccs2)CC1	-3	0.0	.	4	.	.	-7
N#C[C@H]1[C@@H](c2ccccc2C2=CCCC2)[C@H](CO)N1S(=O)(=O)c1ccccc1	-6	-0.1	-2	0	.	.	3
COc1ccccc1C(=O)Nc1ccc(C(=O)N2CCCCC2)cc1	-7	0.0	0	-2	.	4	-9
CC1CCC2C(=O)N(c3cccc(C(=O)Nc4ccccc4Cl)c3)C(=O)C2C1 (stereo not given)	-5	.	-5	-1	-2	-2	-1
O=C(CSc1nnnn1Cc1ccccc1)Nc1cccc(F)c1	-4	.	1	-7	6	-5	11
C[C@@H]1CCCCO[C@@H](CN(C)C(=O)C2CCCCC2)[C@@H](C)CN([C@H](C)CO)C(=O)c2cc(NC(=O)NC3CCCCC3)ccc2O1	-5&-3	-0.7	-6&1	2&-1	-5&-45	-5&-2	0&2
Brc1ccccc1Cn1cnc2ccccc21	4	0.8	1	1	-18	0	0
COc1cccc(C(=O)Nc2ccc3c(c2)OC[C@H](C)N(CCc2ccccc2)C[C@H](C)[C@H](OC)CN(C)C3=O)c1	5	1.0	6	-5	46	0	.
COc1ccc(S(=O)(=O)N(C)C[C@H]2OCCCC[C@H](C)Oc3ccc(N(C)C)cc3C(=O)N([C@@H](C)CO)C[C@@H]2C)cc1	1	0.1	11	-1	7	0	-15
CNc1ccccc1C(=O)OC(C)C(=O)Nc1ccc(S(=O)(=O)N2CCCC2)cc1 (stereo not given)	1	-0.2	-2	2	0	-9	10

(further entries)
smiles	S100A4 inh HTS	E-selectin induc	SIRT5 block	ERp5 block	C2C12 statin	PglD inh	DENV2 CPE
C[C@@H]1CN([C@H](C)CO)C(=O)c2cc(NC(=O)Nc3ccc4c(c3)OCO4)ccc2O[C@H]1CN(C)C(=O)Nc1ccc(F)cc1	.	-2.6	.	.	7	1	0
O=C(C1CC1)N1CC(=O)N2[C@H](CO)[C@H](c3ccc(Br)cc3)[C@H]2C1	9	0.1	3	5	.	.	?
CN1CCC(N(C)C(=O)/C(C#N)=C\c2ccc(OC(F)F)cc2)CC1	0	-0.1	.	-3	.	.	-4
CC1=CC(=O)Nc2ncccc2O1	5	0.1	.	8	6	-4	?
COc1ccc(/C=N/n2cc(-c3ccc(OC)cc3)nc2N)cc1	-3	.	.	-3	-1	-2	.
N#C[C@@H]1[C@@H](c2ccc(-c3cncnc3)cc2)[C@H](CO)N1C(=O)C1CCCC1	-13	3.8	0	-1	-16	-4	23*
COc1ccccc1CNC(=O)CSc1ccc(C(=O)Nc2ccccc2OC)cc1[N+](=O)[O-]	2	-1.3	-1	0	.	.	14
N#CSC(c1ccccc1)c1nc2ccccc2[nH]c1=O (stereo not given)	2	-0.1	-4	2	-4	6	-7
O=[N+]([O-])c1cc(C=NN2CCCCCC2)ccc1Cl	2	.	-1	4	-4	.	3
O=C(O)CCN(CC(=O)c1ccc(Cl)cc1)S(=O)(=O)c1ccc([N+](=O)[O-])cc1	-2	-0.2	-4	1	2	4	?
C[C@H](CO)N1C[C@H](C)[C@H](CN(C)C(=O)C2CC2)Oc2cc(C#Cc3cccnc3)ccc2S1(=O)=O	28	1.3	-1	-3	26	-2	-2
CN1C(=O)[C@H]2[C@@H](C3CC3)N3C(=O)CN(Cc4ccccn4)C(=O)[C@@]3(Cc3ccccc3)[C@H]2C1=O	-1	-0.1	-5	-4	6	0	2
CC(C)Nc1nnc(SCC(=O)Nc2sccc2C#N)s1	-3	.	-4	6	2	4	-11
C#Cc1cccc(-n2nnc(C(C)=O)c2C)c1	2	15	-4	0	3	3	0

An excerpt from above, reduced to S100A4 inh HTS, PglD inh and SIRT5 block:
SMILES	S100A4 inh HTS	PglD inh	SIRT5 block
CC1=CC(=O)Nc2ncccc2O1	5	-4	.
COc1ccc(/C=N/n2cc(-c3ccc(OC)cc3)nc2N)cc1	-3	-2	.

Screening results: PubChem, Broad Institute

Not all compounds are listed. The share of hits here may be higher or lower than overall.
